Screening results as filed in PubChem BioAssay.
SIAH1 antagonists – Siah-1 peptide-binding antagonists, primary screen, biochemical, fluorescence polarization, rhodamine-plectin, uHTS (AID 1817); Siah-1 / rhodamine-plectin peptide fluorescence polarization; higher % means a stronger effect; displacement, % at 20 µM; hits with a dose series show IC50 in µM; 290,000 compounds, 0.02% hits;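 active means displacement of at least 50% at 20 µM, with a fluorescence ratio check between 0.3 and a set limit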;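 further: plate controls were Siah plus tracer with DMSO for no effect and tracer alone without Siah for full effect; strong numbers were not always called active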
XIAP antagonists – XIAP antagonists, biochemical, IAP family, fluorescence polarization (AID 1018). E3 ubiquitin-protein ligase XIAP (Homo sapiens). 200,000 compounds, 0.007% hits. one-dose displacement, % at 20 µM; IC50 in µM for titrated hits. XIAP BIR domain, fluorescence polarization peptide displacement; higher % means a stronger effect; in the data active means displacement above about 50%; further: a part of the inactive calls stands beside numbers as strong as those of hits
M17LAP inhibition – P. falciparum M17LAP inhibitors, primary screen, biochemical, fluorogenic H-Leu-NHMec substrate, 1536-well (AID 1619). one-dose inhibition, % at 30 µM; IC50 in µM for titrated hits. recombinant M17LAP, H-Leu-NHMec fluorogenic kinetic assay; higher % means a stronger effect. 220,000 compounds, 0.38% hits;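 active means compound inhibiting the enzyme by more than half at any dose during confirmatory dose-response retesting; inconclusive means strong single-dose inhibitors picked by rank but not retested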;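 further: plate controls were full reaction with DMSO carrier for no effect and no enzyme background for full effect; strong numbers were not always called active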
M1AAP inhibition – P. falciparum M1AAP inhibitors, biochemical, fluorogenic H-Leu-NHMec substrate, 1536-well (AID 1445) | Aminopeptidase N (Plasmodium falciparum (isolate 3D7)) | recombinant M1AAP, H-Leu-NHMec fluorogenic kinetic assay; higher % means a stronger effect | one-dose inhibition, % at 30 µM; IC50 in µM for titrated hits | 220,000 compounds, 0.42% hits;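 active means primary inhibition above the hit cutoff, then over 50% inhibition at one or more dose response concentrations, cut at about 23% in these data, passing the limit was not always enough; inconclusive means conflicting primary data, or primary hits not chosen for dose response; inactive means low primary inhibition, or under 50% at every dose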;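 further: plate controls were DMSO full reaction for no effect and no enzyme background for full effect; strong numbers were not always called active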
Dynein transport – inhibitors of GR-EGFP nuclear translocation, primary screen, dynein cargo transport inhibitor project, imaging, high-content, 3617.4 mouse cells | test concentration mostly 20 µM; stimulated with dexamethasone, 1 µM; active compounds read low | z-score, hits read low | 220,000 compounds, 0.47% hits | AID 1381, 2008;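 active means plate z-score of nuclear minus cytoplasmic receptor signal below a set negative limit, without overly bright fluorescence or cell loss, cut at about -3.5 in these data, passing the limit was not always enough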;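 further: z-score of nuclear minus cytoplasmic ring GR-EGFP intensity difference per well; some compounds called inactive have numbers as strong as hits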
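Also added: dexamethasone, 1.0 µM final. Medium: tet-free, stripped-serum medium. Detection: fixed, Hoechst-stained cells imaged at 10x for EGFP. Read-out: nuclear-to-cytoplasmic GR-EGFP distribution per well. Times: induction 48 h, compound 1 h, agonist 30 min.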
LYP inhibition – inhibitors of LYP phosphatase, biochemical, fluorescence intensity, uHTS (AID 1779); Tyrosine-protein phosphatase non-receptor type 22 (Homo sapiens); recombinant LYP phosphatase, fluorescence intensity; higher % means a stronger effect; inhibition, % at 11.5 µM, or IC50 in µM where a hit was titrated; 290,000 compounds, 0.054% hits;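 further: plate controls were vehicle with enzyme for no effect and no enzyme for full effect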
PMI inhibition – human PMI inhibitors, high substrate, primary screen, biochemical, fluorescence intensity, high mannose 6-phosphate (AID 1220). Mannose-6-phosphate isomerase (Homo sapiens). recombinant PMI enzyme, coupled fluorescence intensity; higher % means a stronger effect. one-dose inhibition, % at 20 µM; IC50 in µM for titrated hits. 190,000 compounds, 0.66% hits
AID2073 – inhibitors of Mint1-CaV2.2 protein interaction, biochemical, HTRF (AID 2073). Voltage-dependent N-type calcium channel subunit alpha-1B (Homo sapiens). HTRF protein-protein interaction, Mint1-CaV2.2; higher % means a stronger effect. inhibition, % at 20 µM; hits with a dose series show IC50 in µM. 290,000 compounds, 0.19% hits; in the data active means inhibition mostly above about 51%, no sharp cut-off; inconclusive means no clear call, values can overlap the other calls; inactive means mostly below about 53%; further: some results filed as inactive read as strong as hits
PMI inhibitors – inhibitors of human PMI, primary screen, biochemical, fluorescence intensity, coupled assay (AID 1209). Mannose-6-phosphate isomerase (Homo sapiens). purified PMI enzyme, coupled fluorescence intensity; higher % means a stronger effect. one-dose inhibition, % at 20 µM; IC50 in µM for titrated hits. 190,000 compounds, 0.42% hits;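 further: plate controls were DMSO vehicle for no effect and wells lacking substrate for full effect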
Dynein transport cytoplasmic EGFP – second read-out of Dynein transport, no call of its own (marks repeat the call); z-score; measured here: cytoplasmic GR-EGFP intensity; active compounds read high
Dynein transport nuclear GR-EGFP – second read-out of Dynein transport, no call of its own (marks repeat the call); z-score; measured here: nuclear GR-EGFP intensity;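 lower value marks the stronger effect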
Dynein transport cell count – further read-out of Dynein transport, marked with its call; z-score; measured here: cell count per field
Numbers without * were called inactive; ? = inconclusive; . = not tested or not shown. Unless noted, no stated cut-off is given here; in the data, active means inhibition above about 50%; inactive means the rest. Random draw from the library; any-hit rate near 2.1%.

no.	SIAH1 antagonists	XIAP antagonists	M17LAP inhibition	M1AAP inhibition	Dynein transport	Dynein transport cytoplasmic EGFP	Dynein transport nuclear GR-EGFP	Dynein transport cell count	LYP inhibition	PMI inhibition	AID2073	PMI inhibitors	Compound
1	0%	-6.7%	-7%	0%	-0.51	-0.11	0.37	0.25	-5%	5%	-7%	11%	O=c1[nH]c(SCc2nc3c(cnn3-c3ccccc3)c(=O)[nH]2)nc2ccccc12
2	5%	-2.8%	9%	6%	-0.18	-0.27	-0.31	0.12	1%	1%	14%	0%	COc1cc2c(cc1OC)C(c1cc3cc4c(cc3[nH]c1=O)OCO4)N(C(=O)C1CC1)CC2 (stereo unspecified)
3	4%	-4.2%	-6%	0%	-0.33	1.8	0.16	0.35	-4%	30%	-10%	13%	COc1ccc(N2CCN(C(=O)NC3CCCCC3)CC2)cc1
4	-1%	0.4%	-6%	3%	-0.21	-0.25	-0.17	0.36	7%	15%	-7%	13%	CCN(CC)S(=O)(=O)c1ccc(OC)c(NC(=O)CSc2cc(Cl)ccc2Cl)c1
5	4%	-6.6%	5%	11%	0.75	0.039	0.67	-0.81	0%	-2%	6%	1%	O=c1[nH]c2ccccc2nc1/C=C/c1ccccc1
6	-2%	-7.2%	12%	8%	-0.87	-0.19	0.035	0.69	1%	11%	-5%	17%	CC1(CC(=O)N/N=C/c2ccc(OCc3ccc(Cl)cc3Cl)cc2)OCCCO1
7	19%	-2.2%	5%	-5%	0.41	-0.13	0.31	-0.01	7%	5%	26%	2%	CCOC(=O)c1ccc(N2C(=O)C3C(/C=C/c4ccccc4)OC4(C(=O)c5ccccc5C4=O)C3C2=O)cc1 (stereo unspecified)
8	1%	-5.7%	-13%	0%	-0.87	-0.25	-0.22	0.69	-4%	4%	-2%	2%	S=C(c1ccc2c(c1)OCO2)N1CCCCCC1
9	0%	-0.2%	-5%	4%	0.082	-0.28	0.18	-0.027	-5%	-4%	-4%	-2%	CCCn1nc(C(=O)NCCN2CCOCC2)c2ccccc2c1=O
10	1%	-6.7%	7%	6%	-1	0.0087	-0.28	0.6	5%	11%	7%	8%	COc1ccc(C(=O)N2CCCCC2)cc1S(=O)(=O)Nc1ccccc1
11	0%	-8.1%	-5%	4%	0.084	-0.21	0.3	-0.073	0%	3%	3%	-2%	CC(C)c1cccc(C(C)C)c1NC(=O)Cn1c(=O)cnc2ccccc21
12	-2%	-3.4%	0%	7%	-0.1	-0.056	0.69	0.91	2%	9%	-20%	16%	CC(C)Oc1cccc(C(=O)NC(=S)Nc2cccc(C(F)(F)F)c2)c1
13	0%	-1.5%	-5%	-2%	0.19	-0.34	0.36	0.87	-10%	7%	0%	7%	CCc1ccc(NC(=O)c2ccccc2SC)cc1
14	-2%	-4.8%	.	.	.	.	.	.	-3%	7%	-4%	12%	CCCn1c(=O)c2ccccc2n2c(SCN3C(=O)c4ccccc4C3=O)nnc12
15	-1%	-4.6%	3%	5%	-1	-0.2	-0.37	1.1	-9%	3%	3%	12%	Cc1nn(C(=O)c2ccco2)c(C)c1Br
16	-4%	-3.4%	-23%	-2%	-0.53	-0.21	0.053	0.7	-11%	53%*	-1%	18%	O=c1c(N2CCOCC2)nsnc1N1CCOCC1
17	-2%	-8.0%	.	.	.	.	.	.	-3%	13%	2%	10%	CCCC(=O)Nc1nn(C)c2nc3cc(C)ccc3cc12
18	5%	13%	5%	4%	-0.72	-0.26	-0.64	0.66	0%	0%	8%	5%	O=S(=O)(NC1=NCCCCC1)c1ccc2ccccc2c1
19	-2%	-15%	-2%	1%	-0.7	-0.31	-0.33	0.45	4%	.	7%	.	COc1ccc(CNC(=O)CN(C(=O)CCC(=O)Nc2ccccn2)c2cccc(C)c2)cc1
20	2%	-2.7%	-5%	-5%	-0.96	-0.15	-0.1	-0.03	-6%	-1%	-11%	1%	CCn1c(-c2cc(OC)c(OC)c(OC)c2)n[nH]c1=S

The last 4 entries of the section above come first, to join the parts:
no.	SIAH1 antagonists	XIAP antagonists	M17LAP inhibition	M1AAP inhibition	Dynein transport	Dynein transport cytoplasmic EGFP	Dynein transport nuclear GR-EGFP	Dynein transport cell count	LYP inhibition	PMI inhibition	AID2073	PMI inhibitors	Compound
17	-2%	-8.0%	.	.	.	.	.	.	-3%	13%	2%	10%	CCCC(=O)Nc1nn(C)c2nc3cc(C)ccc3cc12
18	5%	13%	5%	4%	-0.72	-0.26	-0.64	0.66	0%	0%	8%	5%	O=S(=O)(NC1=NCCCCC1)c1ccc2ccccc2c1
19	-2%	-15%	-2%	1%	-0.7	-0.31	-0.33	0.45	4%	.	7%	.	COc1ccc(CNC(=O)CN(C(=O)CCC(=O)Nc2ccccn2)c2cccc(C)c2)cc1
20	2%	-2.7%	-5%	-5%	-0.96	-0.15	-0.1	-0.03	-6%	-1%	-11%	1%	CCn1c(-c2cc(OC)c(OC)c(OC)c2)n[nH]c1=S
21	-2%	-6.4%	19%	1%	0.73	-0.22	0.72	-0.036	-5%	6%	7%	-3%	CC1S/C(=N/N=C/c2ccco2)NC1=O (stereo unspecified)
22	1%	-4.6%	-4%	2%	-0.76	0.48	0.009	1.8	-10%	12%	18%	6%	NC(=O)C1c2ccccc2CSc2ccccc21 (stereo unspecified)
23	4%	-7.3%	-6%	4%	-0.59	-0.25	-0.068	1.5	-2%	16%	-2%	6%	COc1ccc(N(C(=O)c2ccco2)C(C(=O)NC2CCCC2)c2ccc(N(C)C)cc2)cc1OC (stereo unspecified)
24	2%	-0.7%	1%	9%	-1.2	-0.24	-0.53	0.18	1%	9%	-10%	13%	CSc1ccc(CNc2ccc(C)c(C)c2)cc1
25	4%	-5.6%	-7%	8%	0.26	0.071	0.23	-0.18	-9%	-8%	-6%	-2%	CN=c1scc(-c2ccc(Br)cc2)n1C
26	-5%	.	-4%	-7%	2.5	-0.15	1.2	-2	-15%	.	-3%	.	CC(Sc1nnc(C(F)(F)F)n1C)C(=O)Nc1ccc(S(N)(=O)=O)cc1 (stereo unspecified)
27	-4%	-4.3%	-1%	2%	-0.063	-0.25	0.095	0.53	-6%	5%	-5%	10%	Cc1ccc(NC(=O)N2CCc3ccccc32)cc1C
28	8%	-3.5%	9%	15%	3.3	-0.18	1.8	-1.6	-4%	8%	5%	1%	OCC(O)/C=N/Nc1nc2ccccc2s1 (stereo unspecified)
29	3%	-12%	7%	5%	0.27	-0.24	0.54	-0.099	-7%	7%	-11%	8%	CCC(C)[C@H](N)c1nnc(SCC(=O)c2ccc(Cl)cc2)o1 (stereo partly specified)
30	5%	0.1%	9%	8%	0.41	-0.17	0.38	-0.065	0%	13%	1%	5%	COc1ccc(N2C(=O)CSC23C(=O)Nc2ccccc23)cc1OC (stereo unspecified)
31	-5%	-3.0%	?	3%	0.46	-0.24	-0.16	-0.82	2%	-9%	0%	-12%	O=C(O)COc1ccc(/C=N/n2cnc3scc(-c4cccs4)c3c2=O)cc1
32	4%	-6.8%	8%	3%	3.3	-0.011	2.4	-1.9	-5%	-2%	32%	0%	COCc1cc(C)c2c(N)c(C#N)sc2n1
33	7%	-5.1%	4%	5%	1.2	-0.1	1	-1.6	-8%	3%	9%	10%	CCOc1ncccc1C(=O)N(C)CC(=O)Nc1ccc(F)cc1
34	4%	-7.4%	10%	18%	-0.43	-0.36	-0.072	0.13	-4%	-4%	3%	-6%	COC(=O)C1=NNC2C(=O)N(c3ccc(C)cc3)C(=O)C12 (stereo unspecified)
35	-1%	-5.2%	0%	0%	-0.13	-0.084	0.27	0.31	-9%	1%	-1%	-13%	COc1ccc(C(=O)NC2CCN(C(=O)NC3CCCCC3)CC2)cc1
36	0%	-0.8%	-8%	4%	-0.68	-0.24	-0.15	0.23	-8%	-2%	15%	4%	FC(F)(F)c1ccc(Oc2ccc3cc(Br)ccc3c2)nc1
37	0%	7.7%	.	.	.	.	.	.	-4%	-5%	25%	5%	O=c1c2cccc3c(N4CCOCC4)ccc(c32)c2nc3ccccc3n12
38	-5%	-3.1%	-2%	4%	0.45	-0.22	-0.61	-0.23	0%	8%	-3%	9%	COc1ccc(N2CCN(Cc3cc(=O)oc4cc(C)c(Cl)c(C)c34)CC2)cc1
39	-4%	-4.1%	-5%	4%	0.095	-0.34	0.35	-0.2	-2%	-2%	-21%	1%	COc1cccc(NC(=S)N(CCc2ccc(OC)c(OC)c2)Cc2ccccn2)c1
40	1%	-3.8%	3%	-3%	1	-0.27	0.73	-0.62	-7%	9%	17%	9%	Cc1ccc(OCC(O)CN2C(=O)NC(C)(C)C2=O)c(C)c1 (stereo unspecified)
